# Bcl-B TR3 displacers: displacers of TR3 peptide from Bcl-B, primary screen, selectivity assay for Bfl-1 inhibitor project, biochemical, fluorescence polarization. 96,000 compounds, 0.11% hits. displacement, % at 20 µM; hits with a dose series show IC50 in µM. FP displacement of FITC-TR3 peptide from Bcl-B; higher % means a stronger effect;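 active = displacement above 50% at 20 µM plus a fluorescence interference ratio under 1.5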;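 note: plate controls were wells without compound for no effect and wells lacking Bcl-B protein for full effect; a part of the inactive calls stands beside numbers as strong as those of hits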
# IL1B NFkB pot: enhances IL-1B driven NFkB nuclear translocation | HUVEC IL-1B NFkB p65 nuclear translocation imaging | activation, % at 2 µM | 94,000 compounds, 0.3% hits | AID 819;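 active = activation above 40%, about the mean plus 3 SD, also judged a hit on visual image review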;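 note: percent activation is computed from the nuclear over cytoplasmic p65 intensity ratio; values of inactives mirror those of a sister screen read the other way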
# NFkB transloc inh: blocks IL-1B driven NFkB nuclear translocation in HUVEC cells. HUVEC IL-1B NFkB p65 nuclear translocation imaging. 94,000 compounds, 0.43% hits. inhibition, % at 2 µM;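 active = inhibition above about 30% together with a positive call from visual inspection of the well image, limit read from the data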;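 note: nuclear over cytoplasmic p65 intensity ratio measured by imaging; 0% = IL-1B stimulated DMSO wells and 100% = unstimulated DMSO wells; values of inactives mirror those of a sister screen read the other way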
# PLAP inhibitors HTS: PLAP enzyme inhibitors, biochemical, luminescence, HTS (AID 690). purified PLAP, luminescent substrate; higher % means a stronger effect. one-dose inhibition, % at 20 µM; IC50 in µM for titrated hits. 96,000 compounds, 0.08% hits; in the data active = a potency from the dose series; inactive = the rest, 99 in 100 with inhibition below about 30%; note: strong numbers were not always called active
# MRP reversal: MRP-mediated drug resistance reversal; H69AR cells + 2 uM doxorubicin, CellTiter-Glo, 72 h; differential viability (reversal), % at 10 µM; 85,000 compounds, 0.04% hits; AID 602;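 active = viability drop by adding the cancer drug above about 55%, with treated viability meeting a 40% cutoff, limit read from the data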;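 note: viability without doxorubicin minus viability with 2 µM doxorubicin for each compound; larger differential means the compound sensitizes cells more to doxorubicin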
# MRP reversal cytotoxicity: recorded beside MRP reversal, whose call it bears; viability, %; H69AR cells, CellTiter-Glo, 72 h; measured here: cytotoxicity without doxorubicin
# MRP reversal with doxorubicin: further read-out of MRP reversal, marked with its call; viability, %; measured here: viability with 2 uM doxorubicin; active compounds read low
# NFkB transloc inh cell count 2 µM: second read-out of NFkB transloc inh, no call of its own (marks repeat the call); cell count; measured here: cells passing quality filter;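 raw number of nuclei counted in each imaged well without normalization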
# IL1B NFkB pot cell count 2 µM: further read-out of IL1B NFkB pot, marked with its call; cell count; measured here: cells passing quality filter
# * marks the source's active call; other numbers are inactive results; · = no result given. An excerpt; count on the stated rates, not on these rows.
SMILES,Bcl-B TR3 displacers,IL1B NFkB pot,IL1B NFkB pot cell count 2 µM,NFkB transloc inh,NFkB transloc inh cell count 2 µM,PLAP inhibitors HTS,MRP reversal,MRP reversal cytotoxicity,MRP reversal with doxorubicin
CC(C)c1ccc(N2C(=O)CC(Sc3nc4ccccc4o3)C2=O)cc1 (stereo not drawn),-5%,-4,144,4,144,-19%,·,·,·
COc1cccc(CC(=O)Nc2nccs2)c1,6%,·,·,·,·,10%,20,122,102
COC(=O)c1ccc(C(=O)OC)c(NC(=O)CN2CCN(c3ccccc3OC)CC2)c1,0%,35,143,-35,143,-51%,·,·,·
CC(=O)Nc1cc2c(nc1C)nc(C)n2Cc1ccc(Br)cc1,-1%,23,132,-24,132,-2%,9,99,90
CC(C)(C)c1nnc(NC(=O)C2CCN(c3ncccn3)CC2)s1,0%,2,143,-2,143,-4%,3,97,94
CCNC(=O)NC(=O)CSc1cccc(C(F)(F)F)c1,-13%,·,·,·,·,1%,-11,85,96
CC(C(=O)NCc1ccccc1)N(CCN1CCOCC1)C(=O)c1snc(C(N)=O)c1N (stereo not drawn),4%,5,118,-5,118,-24%,13,103,90
COc1ccc(NC(=O)CSc2nnc(-c3ccccc3C)n2C)cc1,-8%,22,189,-22,189,32%,4,98,94
Cc1ccc(N2C(=O)c3ccccc3C2=O)cc1C,·,12,133,-12,133,·,2,103,101
COC(=O)C1C(C(C)C)N(c2ccccc2)OC1(C)O (stereo not drawn),1%,·,·,·,·,-16%,-1,85,85
CCS(=O)(=O)N1CCC(C(=O)Nc2cccc(C(C)=O)c2)CC1,-3%,4,139,-4,139,2%,-1,92,93
Cc1cccc(NC2(C(F)(F)F)N=C3SCCN3C2=O)n1 (stereo not drawn),12%,-19,127,19,127,-7%,8,97,89
Cc1ccc(NC(=O)/C(CN(C)C)=N\O)cc1,9%,-5,117,5,117,8%,-3,91,94
O=C1C(C23CC4CC(CC(C4)C2)C3)C(=O)N(c2ccccc2)N1c1ccccc1,·,4,172,-4,172,·,3,92,89
CC1(C)Cc2c(sc(/N=C/N3CCCC3)c2C#N)C(C)(C)N1,·,-1,134,1,134,·,-6,93,99
Cc1ccc(N(C(C)C(=O)O)S(=O)(=O)c2c(C)[nH]c(=O)[nH]c2=O)cc1 (stereo not drawn),-1%,0,145,0,145,-13%,16,103,86
COc1cccc(OCC(O)CN2CC(C)CC(C)C2)c1 (stereo not drawn),0%,20,175,-20,175,4%,·,·,·
Cc1cc(C)cc(OCC(=O)NCC2CCCO2)c1 (stereo not drawn),-26%,1,132,-2,132,-1%,·,·,·
CS(=O)(=O)N1CCC(C(=O)O)CC1,-9%,1,183,-1,183,-11%,0,101,102
Cc1ccc(C(c2nnnn2CS(=O)(=O)c2ccc(C)cc2)N2CCC(C)CC2)cc1 (stereo not drawn),-1%,0,164,0,164,-22%,6,79,74
COc1ccc(NC(=S)NCCN2CCOCC2)c(OC)c1,·,11,125,-11,125,·,·,·,·
CCCCC(=O)Nc1nn(C)c2nc3c(C)cccc3cc12,-26%,12,85,-12,85,-14%,11,95,84
O=C(CCCC(=O)N(CC(=O)NC1CCCCC1)CC1CCCO1)Nc1ccccn1 (stereo not drawn),0%,30,135,-30,135,-52%,10,108,98
Cc1ccc(/C=N\Nc2nc3ccc(Cl)cc3[nH]2)o1,2%,-2,112,2,112,-3%,·,·,·

# Profiles as entered above.
# Cc1ccc(/C=N\Nc2nc3ccc(Cl)cc3[nH]2)o1 is entered as Bcl-B TR3 displacers = 2%; IL1B NFkB pot = -2; IL1B NFkB pot cell count 2 µM = 112; NFkB transloc inh = 2; NFkB transloc inh cell count 2 µM = 112; PLAP inhibitors HTS = -3%; MRP reversal = ·; MRP reversal cytotoxicity = ·; MRP reversal with doxorubicin = ·
# Cc1ccc(C(c2nnnn2CS(=O)(=O)c2ccc(C)cc2)N2CCC(C)CC2)cc1 (stereo not drawn) is entered as Bcl-B TR3 displacers = -1%; IL1B NFkB pot = 0; IL1B NFkB pot cell count 2 µM = 164; NFkB transloc inh = 0; NFkB transloc inh cell count 2 µM = 164; PLAP inhibitors HTS = -22%; MRP reversal = 6; MRP reversal cytotoxicity = 79; MRP reversal with doxorubicin = 74

# Further compounds follow.
SMILES,Bcl-B TR3 displacers,IL1B NFkB pot,IL1B NFkB pot cell count 2 µM,NFkB transloc inh,NFkB transloc inh cell count 2 µM,PLAP inhibitors HTS,MRP reversal,MRP reversal cytotoxicity,MRP reversal with doxorubicin
O=C(N1CCOCC1)N1CCN(c2nc(-c3ccccc3)cs2)CC1,-1%,6,112,-6,112,-20%,-4,94,98
COc1ccc(N2C(=O)C3CCCN3C2c2ccc(C)cc2)cc1Cl (stereo not drawn),-13%,2,127,-2,127,-32%,3,87,84
O=c1[nH]c2cc3c(cc2cc1CN(Cc1ccc2c(c1)OCO2)Cc1nnnn1CC1CCCO1)OCO3 (stereo not drawn),9%,-7,178,7,178,-2%,-24,48,72
Cc1cc(C)n2nc(SCC(=O)N/N=C/c3cccc(Br)c3)nc2n1,24%,136*,228*,-136,228,-12%,·,·,·
O=C(CN1C(=O)c2ccccc2C1=O)OCC(=O)N1CCc2ccccc2C1,0%,·,·,·,·,32%,-3,97,101
COc1ccc(CC(=O)Nc2oc(-c3ccccc3)c(-c3ccccc3)c2C#N)cc1OC,·,6,183,-6,183,·,·,·,·
CC(C)c1cc(C(=O)Nc2ccc3c(c2)OCO3)no1,4%,·,·,·,·,4%,-19,65,84
CC1(C)C2CCC13CS(=O)(=O)NC3C2 (stereo not drawn),·,-2,164,2,164,·,-10,91,101
CCOC(=O)Cc1csc(NC(=O)c2cc3c(s2)CCCC3)n1,-11%,21,199,-21,199,6%,6,67,61
CCOC(=O)C1CCN(C(=O)c2ccc3c(c2)OCO3)CC1,2%,15,122,-15,122,17%,0,90,90
Cc1ccc(-c2nc(N)n(S(C)(=O)=O)n2)cc1,-12%,-2,107,2,107,-11%,19,107,89
COc1ccc2oc(=O)c(C(=O)Oc3ccc(NC(C)=O)cc3)cc2c1,5%,9,90,-8,90,0%,·,·,·
CC1CCCC(C)N1C(=O)CN1C(=O)C(C)(C)Oc2ccc(C(=O)NC3CCCCC3)cc21 (stereo not drawn),-8%,0,162,0,162,-44%,-1,102,103
Nc1nc(SCC(=O)NCCCN2CCOCC2)nc2sc3c(c12)CCC3,-1%,-7,152,6,152,-14%,-17,89,106
CCOC(=O)c1sc(NC(=O)c2cccc(S(=O)(=O)N(CC)CC)c2)cc1C,-6%,10,165,-10,165,5%,·,·,·
CCC1SC(=NC(=O)c2ccc(Cl)c(Cl)c2)NC1=O (stereo not drawn),0%,8,130,-8,130,-11%,0,97,97
CCC(C)Sc1nc2c(c(=O)[nH]c(=O)n2C)n1CC(O)COc1cccc2ccccc12 (stereo not drawn),-2%,22,127,-22,127,-29%,-3,31,34
Cc1ccc(C2C(C#N)=C(N)N(c3ncn[nH]3)C3=C2C(=O)CC(C)(C)C3)cc1 (stereo not drawn),0%,-3,155,3,155,-49%,·,·,·
Cc1ccc2c(c1)N(CCC(=O)NCC1COc3ccccc3O1)C(=O)CO2 (stereo not drawn),-1%,-8,118,8,118,-122%,3,86,83
COc1ccc(-n2c(SCC(=O)Nc3cc(C)on3)nc3ccc(O)cc3c2=O)cc1OC,0%,-13,120,13,120,-45%,·,·,·
O=c1ccc(/C=C/c2ccccc2)nn1Cc1ccccc1Cl,-1%,·,·,·,·,-60%,-10,97,107
C=CCn1c(SCc2c(C)noc2C)nc2sc3c(c2c1=O)CCCC3,-6%,8,174,-8,174,4%,-30,28,59
CCCNC(=O)c1ccccc1NC(=O)C1COc2ccccc2O1 (stereo not drawn),-8%,0,173,0,173,25%,-4,89,93
O=C(NCc1ccccc1)NC1(C(=O)Nc2ccc3c(c2)OCCO3)CCCCC1,-4%,-11,171,10,171,-8%,-12,80,92
CCOC1(OCC)C(c2ccc(N)cc2)C(C#N)(C#N)C1(OCC)OCC (stereo not drawn),4%,·,·,·,·,-17%,·,·,·
CSc1cccc(NC(=O)CN2C(=O)c3ccccc3S2(=O)=O)c1,-3%,14,67,-14,67,12%,6,103,97
CCCS(=O)(=O)C(=C(Nc1ccc(OC)cc1)Nc1ccc(OC)cc1)S(=O)(=O)CCC,5%,-2,118,2,118,1%,-13,75,88
CCOC(=O)C1=C(c2ccccc2)NC(SCC(=O)Nc2ccccc2C)=C(C#N)C1c1ccco1 (stereo not drawn),3%,-2,117,2,117,1%,4,79,75
CC(C)c1ccc(O)c(NC(=O)c2cccnc2)c1,2%,14,135,-14,135,4%,10,97,86
Cc1ccc(-c2nc3ccccc3n3nnnc23)cc1,-4%,13,130,-13,130,-2%,-16,41,58
COc1ccc(OC)c(NC(=O)CSc2nnc(CNc3ccc(C)cc3C)o2)c1,2%,-6,100,6,100,11%,-11,71,82
CCOC(=O)N1CCN(C(=O)CCCN2C(=O)CSc3nc(C)cc(C)c32)CC1,-14%,·,·,·,·,-47%,17,102,85
O=C(N1CCOCC1)C1(c2ccc(Cl)cc2)CCCC1,7%,15,81,-15,81,0%,16,93,77
O=C1C2ON(c3ccccc3)C(c3cccnc3)C2C(=O)N1Cc1ccccc1 (stereo not drawn),-12%,8,106,-8,106,-29%,8,86,78
COc1ccccc1-c1nnc(SCC(=O)N2CCC(C)CC2)o1,4%,8,147,-8,147,-67%,-10,69,79
COc1ccc(CNC(=O)Oc2ccccc2)cc1Cl,-2%,5,184,-5,184,22%,7,97,91
O=S(=O)(c1ccccc1F)N(Cc1ccco1)Cc1nnc(-c2ccccc2Br)o1,1%,3,139,-3,139,-17%,20,98,78
O=C(Nc1nc(-c2ccccc2)c(-c2ccccc2)s1)c1ccc(S(=O)(=O)N2CCCC2)cc1,-9%,30,128,-30,128,-53%,·,·,·
O=c1c2ccccc2nc(-c2ccccc2)n1Cc1ccco1,-1%,14,194,-14,194,15%,-2,99,101
Cc1ccc2c(c1)[nH]c1c(N3CCN(Cc4ccccc4)CC3)ncnc12,9%,13,116,-13,116,-2%,-17,56,73
CCOC(=O)c1cnc2c(C#N)c(C)nn2c1-c1ccccc1,-66%,·,·,·,·,-3%,1,89,88
COc1cc(CCC(=O)OCC(=O)Nc2nc(C)c(Cl)cc2Cl)cc(OC)c1OC,73%,-14,169,14,169,-9%,·,·,·
CN(C)C(=O)CSc1nc(SCC(=O)N(C)C)n(-c2ccccc2)n1,-4%,16,106,-16,106,3%,8,100,92
CC1=C(C(=O)Nc2ccccc2)C(c2ccncc2)C(C#N)=C(SCC(=O)NC2CC2)N1 (stereo not drawn),-12%,13,97,-13,97,-25%,8,95,86
O=C(CC1NCCNC1=O)OCCCc1ccccc1 (stereo not drawn),-4%,17,66,-17,66,10%,14,99,85
Cc1ccc(C)n1CCN1CCN(C(=O)CSc2nc3ccccc3nc2N2CCOCC2)CC1,-17%,-5,192,5,192,-36%,3,74,71
O=C1CCC(=O)c2oc3ccccc3c2N1,11%,-7,126,7,126,6%,-8,103,110
O=C(CCn1nc(-c2ccc(Cl)cc2)ccc1=O)NCCCN1CCCCCC1,8%,-19,43,19,43,-49%,15,85,69
CCOc1ccc(N2CC(C(=O)NCCC3=CCCCC3)CC2=O)cc1 (stereo not drawn),-2%,1,96,-1,96,-22%,·,·,·
C=CCNC(=O)c1onc(CSc2ccc(F)cc2)c1C(=O)NCCOC,3%,-11,119,11,119,-10%,·,·,·
O=C(NCCN1CCCCC1)c1c(O)c2ccccc2[nH]c1=O,9%,·,·,·,·,-57%,-4,82,86
Cc1ccc(-n2nnnc2SCc2ccccn2)cc1C,5%,-2,178,2,178,12%,11,91,80
CC(C)CC(c1nnnn1CCc1ccccc1)N1CCC(C(N)=O)CC1 (stereo not drawn),·,-18,100,18,100,·,16,94,78
Oc1ccc(-c2nc3ncccn3c2Nc2ccc3c(c2)OCO3)cc1,5%,-3,161,3,161,10%,6,85,79
CN(C)c1ccc(/C=C/C(O)=C2/C(=O)N(C)C3(C)CC2c2ccccc2O3)cc1 (stereo not drawn),11%,10,167,-10,167,-18%,-15,21,36
N#CC1=C2C=Cc3ccccc3N2CCCC1=O,-1%,·,·,·,·,6%,1,113,112
